Screens: PubChem BioAssay, National Center for Advancing Translational Sciences (NCATS)
A549 viability: kills or reduces viability of A549 cells in Nrf2 counter-screen; A549 ARE-Fluc cells, CellTiter-Fluor viability, 18-24 h; Potency, µM (highest dose often 46 µM), without a hit: at the top dose activity change, negative = cytotoxicity, hits mostly inhibitors; 390,000 tested, 0.16% active; AID 504648; note: potency is the fitted concentration of half-maximal effect; % is set by controls: 0 for no effect and ±100 for the full control effect
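Cytotoxicity counterscreen: CellTiter-Fluor fluorescence was measured in A549 ARE_Fluc cells after 18-24 h of compound exposure in a concentration series. The subsequent BugLite luminescent read reports ARE-luciferase activity.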
Nrf2 activator: activates Nrf2 signaling; AREc32 ARE-luciferase reporter (MCF7-derived line), luminescence, 24 h; Potency, µM (highest dose often 46.1 µM), for inactives: at the top dose activation, actives largely listed as activators; 410,000 tested, 0.31% active; AID 624171; note: potency is the fitted concentration of half-maximal effect; % of control where 0% means no effect; nearly all actives have a fitted effect of over 65% in size
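AREc32_Fluc, 1000 cells/well, OPTI-MEM + 5% FBS, o/n 37 deg C 5% CO2; 23 nL cpd by pin tool, 24 hr; Steady-Glo 30 min RT, luminescence.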
Mm-Cpn inhibitor: M. maripaludis TRiC chaperonin inhibition; purified Mm-Cpn ATPase, ADP Transcreener TR-FRET; Potency, µM (doses to about 76.9 µM), for inactives: top-dose activity, negative = inhibition, actives largely listed as inhibitors; 330,000 tested, 0.031% active; AID 504842; note: potency is the fitted concentration of half-maximal effect; % is set by controls: 0 for no effect and ±100 for the full control effect; nearly all actives have a fitted effect of over 80% in size
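Eu-cryptate anti-ADP/ADP-d2 competition gives a ratio inversely related to ADP. Enzyme at 25 nM was pre-exposed to compound for 10 min, then given 10 uM ATP for 30 min, 37°C throughout.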
TGFb inhibitor: blocks TGF-b signaling; HepG2 CAGA-GFP TGF-b/SMAD3 reporter, GFP fluorescence, 18 h; TGF-beta stimulated, 500 pg/mL final; Potency, µM (series often up to 46.1 µM), for inactives: at the highest dose activity, negative = inhibition, usual class: inhibitors; 410,000 tested, 1.2% active; note: potency is the fitted concentration of half-maximal effect; % is set by controls: 0 for no effect and ±100 for the full control effect; nearly all actives have a fitted effect of over 65% in size
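Using HEPG2 CAGA-GFP reporter cells at 1000 cells/well, we pinned test compounds, stimulated with recombinant TGF-beta (500 pg/mL final) and measured total well GFP after 18 h.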
CCT chaperon mod: modulators of cytosolic chaperonin (CCT/TRiC) activity. purified chaperonin ATPase assay, HTRF ADP detection, 30 min. activity change, % (no concentration beside the values), hits read low. 360,000 tested, 0.3% active. AID 651819; in the data active = activity change below about -30%; note: % is set by controls: 0 for no effect and ±100 for the full control effect
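First, chaperonin was dispensed at 40 nM or 20 nM final depending on batch activity. Next, compounds were pinned at 76 uM and ATP added at 10 uM. After 30 min at 37 °C, ADP detection reagents ran 30 min at ambient temperature.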
S2 tox: reduces viability in counter-screen for ATXN expression inhibitors; S2 cells (HEK-293 line with an ATXN2-luciferase reporter) viability, CellTiter-Fluor protease fluorescence, 24 h; Potency, µM (titrated, usually from 56.7 µM), most hits filed as cytotoxic; 400,000 tested, 0.49% active; note: potency is the fitted concentration of half-maximal effect; nearly all actives have a fitted effect of over 40% in size
Nrf2 block: blocks Nrf2 signaling. A549 ARE-Fluc reporter, luciferase luminescence, 18-24 h. Potency, µM (highest dose often 46 µM), for the others: top-dose activity change, negative = inhibition, usual class: inhibitors. 360,000 tested, 2.1% active; note: potency is the fitted concentration of half-maximal effect; % is set by controls: 0 for no effect and ±100 for the full control effect; nearly all actives have a fitted effect of over 60% in size
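A549 ARE_Fluc cells, 5000/well, 5% FBS OPTI-MEM; compounds in dose-response, 18-24 h at 37 °C/5% CO2; CellTiter-Fluor viability read (Ex 405/Em 525), then BugLite luciferase luminescence = Nrf2 activity.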
HepG2 viability: kills HepG2 cells in TGF-b inhibitor counter-screen; HepG2 CAGA-GFP viability, ATP luminescence, 18 h; Potency, µM (doses to about 46.1 µM), without a hit: at the top dose activity change, negative = cytotoxicity, hits mostly cytotoxic; 410,000 tested, 0.76% active; AID 588856; note: potency is the fitted concentration of half-maximal effect; some results filed as inactive show a strong effect at the top dose
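CellTiter-Glo luminescence gave cytotoxicity after 18 hours at 37 degrees C. The cells were HepG2 CAGA-GFP in 1% FBS DMEM, stimulated with 500 pg/mL TGF-beta after compound addition. %Activity was normalised to no-cell wells (complete cell-killing) and DMSO (no toxicity), and curves were fitted and classified.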
Akt phos inh: inhibitors of Akt phosphorylation; 360,000 tested, 0.32% active; activity change, % for hits at 50 µM; Neuro2A IGF-stimulated pAkt S473 HTRF, 20 min; stronger effect = lower value; AID 651550; in the data active = activity change below about -80%; inconclusive = mostly about -51% to -80%; note: % is set by controls: 0 for no effect and ±100 for the full control effect
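Neuro2A cells (4,500/well, DMEM with 0.5% FBS) were treated with compound at a single 50 µM final concentration, stimulated with 6 nM IGF for 20 min at 37 °C, and lysed. Phospho-Akt Ser473 was read by HTRF as 665/615 ratio ×10^4.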
Active calls of the source: *; i = inactive; ? = inconclusive; nt = no result given. Unless noted, calls come from the whole dose curve; as a rule, active = well fitted curve in the direction sought with a large enough effect; inconclusive = small, poorly fitted or top-dose-only effect, or another doubt; inactive = no such curve, though single readings can be large; an effect the other way counts as inactive or inconclusive.

SMILES	A549 viability	Nrf2 activator	Mm-Cpn inhibitor	TGFb inhibitor	CCT chaperon mod	S2 tox	Nrf2 block	HepG2 viability	Akt phos inh
CCOC(=O)CSC(C)C(=O)Nc1nnc(C(C)C)s1 (stereo unspecified)	-2.9%	-0.8%	-1.4%	3.5%	-1.8	i	2.2%	3.1%	i
CC(C)(C)C(=O)CN1C2=NCCCN2c2ccccc21	-4.8%	-0.1%	-0.5%	3.6%	-0.7	i	-6.6%	1.3%	i
O=c1c2cn[nH]c2[nH]c(=S)n1-c1ccccc1F	-1.9%	0.2%	1.7%	-6.2%	-5.3	i	8.0%	0.0%	i
COc1ccccc1CNC(=O)CSc1nn2c(=O)c(C(C)(C)C)nnc2s1	-3.3%	4.0%	-7.2%	-20.9%	-0.1	?	5.8%	-10.7%	i
COc1ccc(NC(=S)N(Cc2ccc(N(C)C)cc2)Cc2ccco2)cc1	?	?	0.4%	-6.1%	1.4	i	?	-3.3%	i
CC(C)c1nc2ccc(C(=O)NCCCN3CCN(c4ccccc4)CC3)cc2o1	-5.9%	1.4%	nt	-1.2%	nt	i	nt	-21.8%	nt
COc1cccc(-c2ccc3c(c2)N(Cc2ccc(F)cc2)C(=O)C(C)S3)c1 (stereo unspecified)	nt	3.7%	nt	16.5%	0.0	i	nt	0.7%	i
O=C(NCC1CCCO1)c1cccs1 (stereo unspecified)	8.4%	-0.8%	-2.2%	4.0%	-0.8	i	nt	-20.0%	nt
COCc1cc(=O)[nH]c(-c2ccccc2OC(F)(F)F)n1	0.7%	-0.6%	-0.5%	-8.7%	-1.8	i	18.0%	-12.8%	i
CCc1ccc(N(CC(=O)NC2CCCC2)C(=O)CCC(=O)Nc2ccccn2)cc1	0.7%	5.0%	-3.2%	0.0%	0.5	i	-6.2%	7.2%	i
Cc1ccc(OCC(=O)Nc2ccc(N3CCN(S(C)(=O)=O)CC3)cc2)cc1	1.0%	-0.4%	0.7%	12.6%	0.0	i	-0.6%	-3.0%	i
CCCn1c(O)c(N=NC(=O)c2cccnc2)c2cc(Br)ccc21	-2.5%	7.7%	-2.7%	1.7%	1.4	?	5.0%	5.3%	i
CCOc1ccc(N2CC(NC(=O)/C=C\c3ccc4c(c3)OCO4)CC2=O)cc1 (stereo unspecified)	-0.8%	-0.1%	nt	-1.0%	nt	nt	nt	5.8%	nt
CCOc1cc(C(=O)N/N=C/c2ccsc2)cc(OCC)c1OCC	-2.2%	2.2%	-0.2%	-8.9%	2.9	i	10.0%	12.0%	i
O=S(=O)(ON(c1ccccc1)S(=O)(=O)c1ccccc1)c1ccccc1	-6.7%	-0.4%	1.1%	-22.7%	-0.3	i	?	-22.3%	i
CC(C)NC(=O)CCNC(=O)c1ccc(F)cc1	-5.5%	-0.5%	-0.5%	-1.5%	1.4	i	9.4%	-7.1%	i
COc1ccc(C2=NNC(=O)C2(C)Br)cc1 (stereo unspecified)	2.0%	0.3%	nt	2.6%	-1.3	i	-4.2%	0.1%	i
O=C(NCC1CCCCC1)c1ccc(=O)[nH]c1	-5.6%	-0.5%	0.3%	2.0%	0.3	i	-17.7%	4.3%	i
CN(C(=O)c1cccc(NC(=O)Cc2cccc(NC(=O)C3CCN(C(=O)C4CCCCC4)CC3)c2)c1)C1CC1	-0.5%	3.3%	nt	-25.9%	-0.4	i	?	2.2%	i
CCCc1cc(=O)n2[nH]c(NCc3ccccc3OC)nc2n1	9.3%	10.0%	nt	-1.6%	nt	i	8.0%	5.0%	nt

Reformatted as a markdown table: 2 of the compounds above
| SMILES | A549 viability | Nrf2 activator | Mm-Cpn inhibitor | TGFb inhibitor | CCT chaperon mod | S2 tox | Nrf2 block | HepG2 viability | Akt phos inh |
| --- | --- | --- | --- | --- | --- | --- | --- | --- | --- |
| O=C(NCC1CCCCC1)c1ccc(=O)[nH]c1 | -5.6% | -0.5% | 0.3% | 2.0% | 0.3 | i | -17.7% | 4.3% | i |
| CC(C)NC(=O)CCNC(=O)c1ccc(F)cc1 | -5.5% | -0.5% | -0.5% | -1.5% | 1.4 | i | 9.4% | -7.1% | i |

Next section:
SMILES	A549 viability	Nrf2 activator	Mm-Cpn inhibitor	TGFb inhibitor	CCT chaperon mod	S2 tox	Nrf2 block	HepG2 viability	Akt phos inh
CC(C)CC(=O)NC(=S)Nc1ccc(NC(=O)c2cccs2)cc1	2.4%	-0.3%	2.1%	5.5%	1.2	i	-4.2%	-15.3%	i
Cc1c(C(=O)N2CCCC2)oc2c1-c1nn(CC(=O)NCCCN3CCCCC3C)cc1CC2 (stereo unspecified)	1.7%	-0.5%	-1.7%	8.5%	0.8	i	11.8%	-42.9%	i
COc1ccc(NC(=O)c2sc3nc(N4CCOCC4)c4c(c3c2N)CCCC4)cc1	nt	0.3%	nt	-9.9%	0.0	nt	nt	4.3%	i
COc1ccc(Nc2nc(N)nc(CN3CCN(c4ccccn4)CC3)n2)cc1	-1.6%	2.0%	nt	-26.7%	-1.3	i	nt	-4.5%	i
Cc1ccnc(NC(=O)c2ccc(Cl)c(S(=O)(=O)N3CCCCC3)c2)c1	-15.3%	0.1%	-6.0%	-11.1%	-1.9	i	?	-19.6%	i
CCc1ccc(S(=O)(=O)c2nnn3c2nc(N2CCOCC2)c2sccc23)cc1	6.3%	-0.2%	nt	-11.1%	nt	nt	11.8%	-2.5%	nt
CC(=O)Nc1ccc(N2C(=O)CC(N3CCSCC3)C2=O)cc1 (stereo unspecified)	-0.1%	-0.6%	0.9%	3.5%	-5.5	i	11.8%	-4.3%	i
Cc1csc(NC(=O)CSc2nnc(NC(=O)C3CC(=O)N(c4ccccc4)C3)s2)n1 (stereo unspecified)	2.1%	-0.1%	-1.6%	0.0%	-0.1	?	9.8%	-7.9%	i
CCN(CC)C(=O)Cn1cc(S(=O)(=O)CC(=O)Nc2cc(OC)ccc2OC)c2ccccc21	-1.4%	0.9%	2.5%	-16.0%	-1.6	i	-3.6%	0.0%	i
O=C(Nc1cccc(S(=O)(=O)N2CCCC2)c1)c1cccc(S(=O)(=O)N2CCOCC2)c1	-0.6%	0.4%	-2.3%	-28.9%	0.5	?	-20.5%	2.7%	i
Cc1cc(C)c2c(=O)n(CC(=O)Nc3ccc(Cl)cc3)sc2n1	-2.7%	1.8%	2.1%	?	-0.5	?	-0.3%	-22.2%	i
CC(=O)C1=C(O)C(=O)N(Cc2cccnc2)C1c1ccccc1 (stereo unspecified)	-5.1%	-0.3%	1.0%	20.4%	2.6	i	0.2%	6.8%	i
CN(C)CCn1c2c(c(SCC(=O)Nc3ccccc3)nc1=O)CCCC2	-4.4%	0.0%	-1.5%	-1.0%	0.1	?	4.9%	-17.9%	i
O=C(CCc1ccccc1)NNC(=S)Nc1ccc(F)cc1	-0.6%	0.3%	-3.8%	2.5%	-0.2	i	-21.5%	-47.9%	i
Cc1cc(OCC(=O)NC2CC2)c2c(C)cc(=O)oc2c1	-3.5%	-0.6%	-3.0%	4.3%	1.9	?	16.6%	-12.8%	i
O=C(Nc1ccc(N2CCOCC2)cc1)c1ccc([N+](=O)[O-])cc1	-4.1%	-0.5%	-2.2%	4.2%	2.1	i	-0.2%	2.8%	i
Nc1nc2ccc(N3CCOCC3)cc2s1	-16.7%	0.2%	-1.6%	-5.5%	2.1	i	-13.6%	2.3%	i
CC1(C)CC(=O)/C(=C(\O)CCCN2C(=O)c3ccccc3C2=O)C(=NCCO)C1	2.5%	0.0%	0.4%	10.0%	0.8	?	-3.5%	-28.9%	i
Cc1ccc(CNC(=O)C2CCN(S(=O)(=O)c3ccc4c(c3)CCCN4C(=O)C3CCC3)CC2)cc1	-0.6%	2.9%	nt	?	nt	i	nt	-4.0%	nt
Oc1ccc2cc(Br)ccc2c1CN1CCCC1	4.4%	6.3%	-1.3%	?	0.4	?	-3.2%	-28.7%	i
O=S(=O)(c1ccc(Br)cc1)N1CCN(c2nc(-c3ccccc3)nc3ccccc23)CC1	-3.4%	nt	nt	21.9%	nt	nt	20.5%	17.8%	nt
CC(C)(Oc1ccc(Cl)cc1)C(=O)OCn1nnc2ccccc2c1=O	-0.7%	-0.1%	1.2%	3.6%	1.0	?	13.8%	-5.9%	i
Cc1cc(NC(=S)Nc2cccc3ccccc23)n[nH]1	-1.0%	9.8%	-2.7%	20.7%	0.5	i	-19.1%	6.2%	i
Cc1sc2ncn(CC(=O)NCCCC(=O)N3CCC(C)CC3)c(=O)c2c1C	4.6%	-0.2%	0.9%	-4.1%	-1.4	i	5.2%	-15.7%	i
C[C@H]1CN([C@@H](C)CO)C(=O)CCCn2nncc2CO[C@H]1CN(C)C(=O)Nc1cccc(Oc2ccccn2)c1	nt	-1.0%	nt	-14.4%	-2.3	i	nt	-13.8%	i
CCNC(=O)C1=C(O)c2sccc2N(C)S1(=O)=O	0.1%	-0.1%	-0.3%	7.1%	-1.1	i	4.7%	-2.5%	i
COc1ccc(Nc2ncnc3sc(-c4ccccc4)cc23)cc1OC	?	4.3%	-8.4%	5.5%	0.6	i	?	-29.3%	i
Cc1cccc2sc(NNC(=O)c3cc(=O)c4ccccc4o3)nc12	-12.6%	13.8%	4.5%	?	-1.1	?	22.3%	-53.2%	i
CCc1nc2c(OCCc3cccc(OC)c3)cccn2c1N(C=O)Cc1ccc(OC)cc1	nt	4.7%	nt	-8.1%	-0.4	i	nt	-7.0%	i
CSc1nnc2n(-c3ccc(C)cc3)c(=O)c3c4c(sc3n12)COC(C(C)C)C4 (stereo unspecified)	-0.1%	-0.3%	-0.9%	-1.9%	-1.1	i	8.0%	6.9%	i
Cc1cc(NC(=O)Cn2nc([N+](=O)[O-])c(Br)c2C)no1	1.9%	-1.2%	3.9%	-0.3%	0.1	i	?	2.6%	i
